Screening data as filed in PubChem BioAssay.
AID364 – cytotoxicity toward Jurkat T cells, primary screen, cell-based, Jurkat E6.1, NIH starter set (AID 364). Jurkat E6.1 viability, ATP luminescence, 48 h; higher % means a stronger effect. one-dose inhibition, % at 4 µM; CC50 in µM for titrated hits. actives 2% (n = 3,300);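 active = concentration giving half-maximal inhibition at or below 20 micromolar; inactive = half-maximal concentration above 20 micromolar, or not dose tested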;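 also: 100% = cells treated with 4 µM doxorubicin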
HT29 cell growth-1 – HT29 colon tumor cell growth inhibition, primary screen, imaging, high content imaging, 48 h, CellTiter-Glo (AID 771). HT29 cell growth, HCS imaging cell count, 48 h; stronger effect = higher value. growth inhibition, % at 10 µM. actives 2% (n = 3,300);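 active = growth inhibition above 90%, meaning viable cell count by imaging cut by more than 90% versus vehicle controls; inactive = growth inhibition below 90%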;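 also: percent fewer viable cells counted by imaging than vehicle controls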
HT29 cell growth-2 – HT29 colon tumor cell growth inhibition, primary screen, imaging, high content imaging, 24 h, CellTiter-Glo (AID 770); HT29 cell number by imaging, 24 h; stronger effect = higher value; growth inhibition, % at 10 µM; 3,300 tested, under 10 active;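 active = growth inhibition above 90% in viable cell count at a single dose; inactive = growth inhibition below 90%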
AID772 – HT29 colon tumor cell growth inhibition, primary screen, imaging, high content imaging, 72 h, CellTiter-Glo (AID 772); HT29 cell growth, HCS imaging cell count, 72 h; stronger effect = higher value; growth inhibition, % at 10 µM; actives 0.6% (n = 3,300);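 active = growth inhibition above 90%, meaning viable cell count cut by more than 90% versus vehicle controls; inactive = growth inhibition below 90%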
A549 proliferation – A549 NSCLC cell proliferation inhibitors – ATP luminescence, human non-small cell lung line, primary screen (AID 371). A549 growth inhibition, ATP luminescence; stronger effect = higher value. growth inhibition, % at 10 µM. actives 8.4% (n = 3,300);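 active = mean growth inhibition over the two runs of 50% or more; inactive = mean growth inhibition under 50%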;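 also: compound exposure lasted 72 h before the ATP read; 0% = untreated cell signal and 100% = no luminescence left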
HT29 cell growth-2 condensed nuclei – recorded beside HT29 cell growth-2, whose call it bears; condensed nuclei, %; measured here: percent cells with condensed nuclei;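 share of cells whose nuclear area falls below control median minus 1.5 SD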
HT29 cell growth-2 ATP viability – also measured in HT29 cell growth-2; calls as there; growth inhibition, %; measured here: ATP CellTiter-Glo viability
HT29 cell growth-1 condensed nuclei – recorded beside HT29 cell growth-1, whose call it bears; condensed nuclei, %; measured here: percent cells with condensed nuclei;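 condensed means Hoechst nuclear area under control median minus 1.5 SD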
HT29 cell growth-1 ATP viability – recorded beside HT29 cell growth-1, whose call it bears; growth inhibition, %; measured here: ATP CellTiter-Glo viability inhibition
AID772 condensed nuclei – second read-out of AID772, no call of its own (marks repeat the call); condensed nuclei, %; measured here: percent cells with condensed nuclei;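 condensed means nuclear area below control median minus 1.5 SD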
AID772 second – further read-out of AID772, marked with its call; growth inhibition, %; measured here: ATP CellTiter-Glo viability
* hit, by the source's call; · = no result given.

A first look:
SMILES	AID364	HT29 cell growth-1	HT29 cell growth-1 condensed nuclei	HT29 cell growth-1 ATP viability	HT29 cell growth-2	HT29 cell growth-2 condensed nuclei	HT29 cell growth-2 ATP viability	AID772	AID772 condensed nuclei	AID772 second	A549 proliferation
COc1ccccc1N(Cc1cc2cccc(C)c2[nH]c1=O)C(=O)C(C)C	7.1%	-17.1	1.2	-20.4	-16.7	2.9	-15.1	-86.2	1.9	-63.5	12.1
COc1ccc(-c2nc3n(c2Br)CCC3)cc1	-0.6%	13.1	3.6	-15.6	14.8	11.7	-6.2	1.1	5.3	-30.0	13.1
O=C(CN1CCc2[nH]c3ccccc3c2C1)N1CCCCC1	-6.3%	31.7	2.3	-10.2	13.9	1.2	0.7	54.4	20.6	23.5	5.5
COCCCNc1nc(-c2ccncc2)nc2ccccc12	6.3%	83.6	13.6	59.5	32.4	4.5	15.4	89.9	44.1	86.6	20.5
Cc1cc(O)c(C(C)C)cc1N=C1CSC(=O)N1	-0.3%	26.4	19.8	-9.1	12.8	5.9	13.3	-66.6	4.2	-32.2	7.1
Cc1nc(-c2coc3cc(OCC(=O)O)ccc3c2=O)cs1	-3.2%	1.7	2.8	-7.2	-32.3	1.1	5.6	13.2	3.8	-38.9	13.4
COCc1[nH]nc2c1C(c1cccc(OC)c1)C(C#N)=C(N)O2 (configuration not stated)	-2.0%	-21.5	2.2	2.1	-24.4	3.9	-6.0	24.4	15.9	-8.9	8.1
Cc1cc(=O)oc(C)c1C(=O)N1CCN(Cc2ccc3c(c2)OCO3)CC1	-13.9%	-1.3	1.9	-4.3	12.9	2.5	-0.8	49.4	6.2	2.6	8.8

Results, previewed entries included:
SMILES	AID364	HT29 cell growth-1	HT29 cell growth-1 condensed nuclei	HT29 cell growth-1 ATP viability	HT29 cell growth-2	HT29 cell growth-2 condensed nuclei	HT29 cell growth-2 ATP viability	AID772	AID772 condensed nuclei	AID772 second	A549 proliferation
COc1ccccc1N(Cc1cc2cccc(C)c2[nH]c1=O)C(=O)C(C)C	7.1%	-17.1	1.2	-20.4	-16.7	2.9	-15.1	-86.2	1.9	-63.5	12.1
COc1ccc(-c2nc3n(c2Br)CCC3)cc1	-0.6%	13.1	3.6	-15.6	14.8	11.7	-6.2	1.1	5.3	-30.0	13.1
O=C(CN1CCc2[nH]c3ccccc3c2C1)N1CCCCC1	-6.3%	31.7	2.3	-10.2	13.9	1.2	0.7	54.4	20.6	23.5	5.5
COCCCNc1nc(-c2ccncc2)nc2ccccc12	6.3%	83.6	13.6	59.5	32.4	4.5	15.4	89.9	44.1	86.6	20.5
Cc1cc(O)c(C(C)C)cc1N=C1CSC(=O)N1	-0.3%	26.4	19.8	-9.1	12.8	5.9	13.3	-66.6	4.2	-32.2	7.1
Cc1nc(-c2coc3cc(OCC(=O)O)ccc3c2=O)cs1	-3.2%	1.7	2.8	-7.2	-32.3	1.1	5.6	13.2	3.8	-38.9	13.4
COCc1[nH]nc2c1C(c1cccc(OC)c1)C(C#N)=C(N)O2 (configuration not stated)	-2.0%	-21.5	2.2	2.1	-24.4	3.9	-6.0	24.4	15.9	-8.9	8.1
Cc1cc(=O)oc(C)c1C(=O)N1CCN(Cc2ccc3c(c2)OCO3)CC1	-13.9%	-1.3	1.9	-4.3	12.9	2.5	-0.8	49.4	6.2	2.6	8.8
CCCSc1nc(C)c(CC(=O)OCC)c(=O)[nH]1	4.5%	10.3	2.7	12.0	0.0	2.6	-13.6	-35.3	5.2	-47.0	5.7
CC1CN(C2CCN(S(=O)(=O)c3ccc4ccccc4c3)CC2)CC(C)O1 (configuration not stated)	-6.5%	-26.6	3.5	-13.8	-13.9	2.3	-11.0	16.9	2.9	27.4	8.6
Cc1nc2sc3c(c2c(=O)o1)CC(C)(C)OC3	0.4%	30.6	2.7	-8.4	9.2	3.5	1.4	9.5	6.1	-9.9	-0.7
NS(=O)(=O)c1cc2c(cc1Cl)NC(C(Cl)Cl)NS2(=O)=O (configuration not stated)	3.6%	-24.6	2.3	·	1.0	5.9	-16.2	-4.8	4.1	-8.7	-4.9
Cc1ccc(-n2nc3cc(Cl)c(NC(=O)c4ccco4)cc3n2)cc1	-4.1%	47.5	1.2	-2.0	-0.9	3.8	-4.6	8.6	3.4	-10.4	9.5
CCOC(=O)c1cc2c(=O)n3cccc(C)c3nc2n(CCc2ccccc2)c1=N	2.7%	30.8	1.2	-2.6	31.1	7.8	6.1	-15.6	4.6	-20.4	16.5
Cc1cc(C)nc(N(C#N)S(=O)(=O)c2ccccc2Cl)n1	1.0%	38.3	2.4	3.2	-10.9	1.7	5.2	-5.2	14.3	-1.7	3.9
CC(C)Cc1nc(N2CCOCC2)c(C#N)c2c1CCC2	-3.5%	7.2	9.3	9.7	24.5	2.0	3.9	22.4	11.5	17.5	4.6
COc1ccc(Nc2cc(C)nc3ccccc23)cc1	6.3%	43.7	3.1	35.6	26.7	3.9	22.3	45.6	17.8	51.4	31.3
O=c1c(C=NCCCn2ccnc2)c(-c2ccccc2)[nH]n1-c1nc2ccccc2s1	-4.4%	1.4	3.3	1.7	8.4	2.3	0.9	24.1	1.9	-3.2	17.0
Cc1ccc(SCc2nnc(N)s2)cc1	-1.7%	39.8	3.9	11.1	-2.0	1.3	2.9	-4.0	15.1	13.4	-12.2
CN1CCCN(C(c2ccccc2)c2ccc(Cl)cc2)CC1 (configuration not stated)	19.5%	89.8	12.6	·	9.2	6.3	20.2	68.1	33.5	93.2	78.7*
CC1(C)NC(=O)N(CC(O)Cn2nnc3ccccc32)C1=O (configuration not stated)	3.8%	34.7	4.4	-14.9	7.4	5.4	-8.1	-51.8	3.8	-65.4	8.4
O=C1C(=O)N(CCCn2ccnc2)C(c2ccccn2)/C1=C(/O)c1ccccc1 (configuration not stated)	10.6%	-4.4	1.8	-10.9	20.5	3.2	-11.5	27.7	2.9	-46.5	5.8
CN1C2C=C3C(C#N)=C(N)C(C#N)(C#N)[C@@H](c4cccs4)C3C1CC2 (some centres not stated)	-3.7%	10.8	1.7	-14.6	-11.2	3.1	-11.8	45.0	14.4	18.1	3.6
N/C(CCN1CCCCC1)=N/O	11.4%	33.3	1.6	-1.2	-11.3	2.4	6.1	20.8	6.5	13.8	0.6
N#CCSc1nc2c(cc1C#N)CCCCCC2	3.1%	32.0	2.4	27.4	27.6	3.9	16.5	32.9	7.5	59.7	30.3
O=C(Nc1cccnc1)c1cccnc1	-11.0%	24.0	3.1	9.2	22.3	4.8	-0.9	25.0	0.0	-21.6	-4.3
CC(NC(=O)NCCCC(=O)O)(C(F)(F)F)C(F)(F)F	-9.6%	42.4	2.5	-10.3	-5.7	0.7	-8.3	-19.1	3.6	-18.8	2.5
COc1ccc(/C(O)=C2\C(=O)C(=O)N(c3cc(C)on3)C2c2cccc(OC)c2OC)cc1C (configuration not stated)	-4.0%	37.5	2.3	-6.7	12.6	3.0	-3.0	33.9	5.6	-24.6	7.1
COc1ccc(C(=O)CSC2=C(C#N)C3(CCCCC3)C(C#N)=C(N)N2)cc1	4.2%	27.0	7.5	4.1	-16.3	2.0	-6.5	38.6	17.3	33.7	49.2
CC(=O)c1c(C(C)=O)c(C)n(NC(=O)c2ccncc2)c1C	-6.4%	-11.8	4.5	-18.6	39.2	7.4	2.9	-50.2	3.6	-43.9	1.5
CC(C)c1[nH]c(=O)c(C#N)c2c1CSC(C)(C)C2	7.8%	-21.2	1.8	-3.6	10.2	1.7	0.8	-17.7	2.9	-8.7	-1.4
Cc1nccn1-c1cc(C(C)C)c(C#N)c2nc3ccccc3n12	13.1%	-17.4	3.0	-2.0	3.8	3.6	-8.7	48.5	2.8	-2.7	2.7
CCOc1ccc2nc(NC(NC(C)=O)(C(=O)OC)C(F)(F)F)sc2c1 (configuration not stated)	-1.0%	-28.0	2.4	-2.4	-34.4	4.3	4.5	-16.9	3.9	18.6	2.3
COc1ccc(-c2nc3n(n2)C(=O)CC(c2ccco2)S3)cc1 (configuration not stated)	-1.6%	45.2	12.2	4.3	27.5	6.8	-0.8	52.2	19.7	16.8	4.0
CC1=C(C)C(=O)C(CCCCC#CCCCC#CCO)=C(C)C1=O	14.9%	4.1	1.8	·	6.6	2.8	-12.3	-31.8	1.8	-4.8	27.3
Clc1ccc(Cl)c(-c2ccc(/C=N/c3ncn[nH]3)o2)c1	0.5%	-1.8	2.6	-29.7	1.6	4.5	-11.6	49.9	21.1	29.9	5.0
O=c1[nH]c(CN(CCO)CCO)nc2c1C1(CCCCC1)Cc1ccccc1-2	4.8%	40.1	11.5	11.3	-11.4	4.3	-6.4	-53.8	1.7	-40.4	22.6
CCN(CC)CCCN1C(=O)C(=O)/C(=C(/O)c2ccc3c(c2)CC(C)O3)C1c1cccnc1 (configuration not stated)	-0.3%	-14.5	2.1	0.3	12.2	1.7	-7.5	-14.3	3.2	-15.6	1.9
Cc1ccc(C(=O)C2C(c3cccs3)NC(=O)NC2(O)C(F)(F)F)cc1 (configuration not stated)	-6.0%	-43.0	2.5	-7.8	-21.7	3.0	-13.8	-38.0	2.7	-46.0	3.9
Oc1ccc(C=Nc2ccc3ncccc3c2)c(O)c1	-4.4%	-9.4	1.5	-11.6	23.6	4.8	-11.5	2.3	3.5	-3.4	5.1
CC(NC(=O)Nc1cccnc1)(C(F)(F)F)C(F)(F)F	-0.9%	-8.9	2.5	-16.5	-44.9	2.1	-12.4	36.1	1.7	-35.2	-3.6
CCCCn1c(-c2ccc(Cl)cc2)nc2c(=O)n(C)c(=O)[nH]c21	0.8%	12.9	3.0	-21.0	-34.6	2.7	-9.2	10.3	1.6	-16.2	4.8
N#Cc1nc(COc2ccccc2)oc1N1CCCC1	-11.6%	15.9	9.0	5.5	-20.1	3.4	-4.0	34.8	6.2	0.4	8.8
O=c1oc2c3c4c(cc2c(C(F)(F)F)c1CCN1CCOCC1)CCCN4CCC3	-2.0%	-17.7	1.7	-21.8	-35.2	3.5	-13.1	-46.3	7.0	-41.5	24.9
CCSc1nnc(NC(NC(=O)c2ccco2)(C(F)(F)F)C(F)(F)F)s1	8.3%	38.4	0.9	-9.1	-10.2	4.6	-6.3	-24.0	4.2	-32.4	-2.3
Cc1ccc(-n2[nH]c(C)c(C=Nc3cc(C)ccn3)c2=O)cc1	10.6%	-6.4	1.7	8.1	-17.2	5.9	14.0	-51.2	3.6	-8.7	32.9
COC(=O)NC(Nc1sc2c(c1C(N)=O)CCCC2)(C(=O)OC)C(F)(F)F (configuration not stated)	-3.3%	38.7	1.4	-15.3	6.8	2.0	-21.0	-86.9	3.2	-40.6	-3.2
Cc1c(O)c(CN2CCCC(C)C2)cc2c3c(c(=O)oc12)CCC3 (configuration not stated)	-1.6%	-14.5	1.7	-14.7	-34.6	2.8	-1.9	17.7	8.2	15.1	1.9
CC(=O)Nn1cnc2c(c1=O)C1(CCCC1)Cc1ccccc1-2	-4.3%	-18.4	2.6	-23.5	-40.7	1.9	-2.3	-42.5	10.8	-30.0	16.8
CCOC(=O)c1ccc(NC(=O)COc2ccccc2OC)cc1	-1.3%	7.4	9.6	-12.7	43.9	6.8	14.4	-23.8	3.8	-39.8	6.1

(further entries)
SMILES	AID364	HT29 cell growth-1	HT29 cell growth-1 condensed nuclei	HT29 cell growth-1 ATP viability	HT29 cell growth-2	HT29 cell growth-2 condensed nuclei	HT29 cell growth-2 ATP viability	AID772	AID772 condensed nuclei	AID772 second	A549 proliferation
N#Cc1nc(COc2ccc(Br)cc2)oc1N1CCN(Cc2ccccc2)CC1	10.3%	47.2	2.2	26.8	12.5	2.8	11.5	48.0	2.7	10.7	26.2
CCCCCSc1nc(O)cc(=O)[nH]1	4.0%	-8.7	1.1	-0.3	-11.6	4.7	0.5	-5.7	3.2	-17.7	-0.4
O=C1c2ccccc2C(=O)C1c1ccc2ccccc2n1	13.4%	42.5	0.5	41.4	-17.5	4.4	18.4	18.9	4.0	7.1	74.9*
CC1(C)CC(NC(=O)C23CCC(C)(/C(=N/O)C2)C3(C)C)CC(C)(C)N1 (configuration not stated)	-2.5%	-13.1	3.3	5.2	-7.2	3.7	-5.2	43.8	17.6	8.2	-4.9

Not all compounds are listed; the hit share may differ from the screen's.
